Assay outcomes as filed in PubChem BioAssay.
Mtb RmlCD inh = M. tuberculosis RmlC/RmlD coupled enzyme inhibitors, primary screen, biochemical, compound mixtures, 384-well, from 1536-well plates; dTDP-4-dehydrorhamnose reductase (Mycobacterium tuberculosis (strain ATCC 25618 / H37Rv)) …; RmlC+RmlD coupled enzyme assay, percent inhibition; primary screen in compound mixtures; inhibition, % at 3.6 µM; hit rate 0.03% among 160,000; AID 1533, 2009; in the data active = inhibition mostly above about 34%, no sharp cut-off; inconclusive = no clear call, values can overlap the other calls; inactive = mostly below about 22%; also: some results filed as inactive read as strong as hits
Target sequence (P9WH09 whole entry, looked up): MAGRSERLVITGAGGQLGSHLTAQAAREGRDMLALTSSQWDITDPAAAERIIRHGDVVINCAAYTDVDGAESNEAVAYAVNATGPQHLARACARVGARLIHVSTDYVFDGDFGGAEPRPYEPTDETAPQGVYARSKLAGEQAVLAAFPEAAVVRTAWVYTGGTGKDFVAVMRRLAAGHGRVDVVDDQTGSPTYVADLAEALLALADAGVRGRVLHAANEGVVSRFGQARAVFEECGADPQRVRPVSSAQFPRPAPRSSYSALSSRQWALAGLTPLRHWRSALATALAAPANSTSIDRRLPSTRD
Target sequence (P9WH11 whole entry, looked up): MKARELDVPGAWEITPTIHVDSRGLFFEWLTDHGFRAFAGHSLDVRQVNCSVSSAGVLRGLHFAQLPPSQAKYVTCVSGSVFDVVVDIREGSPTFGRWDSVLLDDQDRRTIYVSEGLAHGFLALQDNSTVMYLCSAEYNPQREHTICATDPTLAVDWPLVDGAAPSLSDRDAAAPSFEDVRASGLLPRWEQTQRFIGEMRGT
GlmU inhibition = inhibition of mycobacterial GlmU enzyme – biochemical, glucosamine-1-phosphate acetyltransferase (AID 1376) | M. tuberculosis GlmU acetyltransferase enzyme assay; higher % means a stronger effect | inhibition, %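 (tested at 30 µM in the primary screen)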, or IC50 in µM where a hit was titrated | hit rate 0.25% among 220,000; in the data active = inhibition above about 13%; inconclusive = no clear call, values can overlap the other calls;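 also: 0% = complete reaction with vehicle and 100% = reaction without substrate; strong numbers were not always called active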
An asterisk follows results filed as active; ? = inconclusive; / = not tested or not shown; & = joins results of further samples. Not all compounds are listed, so the mix of outcomes need not match the whole.

Start of the data: the first 4 entries (preview)
SMILES | Mtb RmlCD inh | GlmU inhibition
CC(C)OC(=O)c1c(N)n(CCCN2CCOCC2)c2nc3ccccc3nc12 | 10.2 | 0.1%
CCOC(=O)C1=C(O)C(=O)N(CCCn2ccnc2)C1c1ccc(C)cc1 (stereo not given) | / | 1.1%
N#Cc1c(Cl)c(Cl)c2nnc(-c3ccc(Br)cc3)n2c1Cl | -6.6 | 10.7%
COC(=O)c1[nH]c(C)c(/C(O)=C2\C(=O)C(=O)N(CCN3CCOCC3)C2c2ccccc2OC)c1C (stereo not given) | -8.7 | 3.0%

All compounds of this part, from the first entry:
SMILES | Mtb RmlCD inh | GlmU inhibition
CC(C)OC(=O)c1c(N)n(CCCN2CCOCC2)c2nc3ccccc3nc12 | 10.2 | 0.1%
CCOC(=O)C1=C(O)C(=O)N(CCCn2ccnc2)C1c1ccc(C)cc1 (stereo not given) | / | 1.1%
N#Cc1c(Cl)c(Cl)c2nnc(-c3ccc(Br)cc3)n2c1Cl | -6.6 | 10.7%
COC(=O)c1[nH]c(C)c(/C(O)=C2\C(=O)C(=O)N(CCN3CCOCC3)C2c2ccccc2OC)c1C (stereo not given) | -8.7 | 3.0%
COc1ccc2c(c1)c(=O)oc1c(C)c(OCC(=O)N3CCc4ccccc4C3)ccc12 | ? | /
S=C(NCCCn1ccnc1)Nc1cccc(Cl)c1 | -10.5 | 0.4%
CCOc1cc(S(=O)(=O)n2c(C)nc3ccccc32)ccc1F | -9.1 | -5.8%
COc1ccc(Nc2ncnc3sc(-c4ccccc4)cc23)c(OC)c1 | 10.7 | 6.9%
COC(=O)c1cc(NC(=O)CN2CCC(C(N)=O)(N3CCCCC3)CC2)cc(C(=O)OC)c1 | -5.7 | -1.4%
CC1(C)Cc2c(sc3c2c(=N)n(Cc2ccco2)c(=O)n3Cc2ccc(F)cc2)CO1 | 39.0 | 7.0%
COC(=O)C1=C(C)Nc2nc3ccccc3n2C1c1ccccc1F (stereo not given) | -8.7 | 1.9%
CCOc1ccc(S(=O)(=O)N(CC(=O)N/N=C/c2ccc(-c3ccc([N+](=O)[O-])cc3)o2)c2ccccc2)cc1 | / | -3.0%
NC(Cc1c[nH]c2ccccc12)C(=O)Nc1ccccc1 (stereo not given) | / | -3.6%
CCN1CCN(c2nc3c(c(=O)[nH]c(=O)n3C)n2CCSc2nc3ccccc3s2)CC1 | 8.7 | -5.2%
CC(C)(C)C(=O)NC(=S)Nc1ccccc1C(=O)NC1CCCCC1 | 11.3 | -0.6%
COc1ccc(NC(=S)Nc2cccc(C(C)=O)c2)cc1OC | -0.6 | -6.0%
Fc1ccc(-n2ncc3c(SCc4cccnc4)ncnc32)cc1 | 6.4 | 2.9%
Cc1ccc(CN2CCSc3ccc(C(=O)NCc4ccco4)cc32)cc1 | -10.0 | 7.9%
O=C(CSc1n[nH]c(-c2ccccc2Br)n1)NCCN1C(=O)CSC1=O | -3.9 | -5.2%
O=C(NCc1ccc(Cl)cc1)c1ccc(Cn2cc(C(F)(F)F)ccc2=O)cc1 | 5.9 | -0.7%
Cc1ccc(S(=O)(=O)N(C)Cc2cc3ccccc3[nH]c2=O)cc1 | / | 1.3%
COc1ccc(NC(=O)CSc2nc(C)cs2)cc1OC | 4.4 | 4.3%
O=C(Oc1cccc(-n2cnnn2)c1)C1CCCCC1 | / | -6.1%
O=C(CSc1nc2ccccc2o1)Nc1nc2ccccc2s1 | -7.6 | 1.7%
Cc1ccc(C(=O)Nc2nc(=O)n(C(=O)C3CC3)s2)cc1 | -8.5 | 2.4%
(further entries)
SMILES | Mtb RmlCD inh | GlmU inhibition
Cc1cccc(Nc2nnc(SCC(=O)Nc3ccc(C(=O)O)cc3)s2)c1 | 5.7 | 0.3%
CSc1nc(Sc2ccccc2Cl)c2ccccc2n1 | / | 2.5%
CCOC(=O)Nc1nnc(CCc2ccccc2)s1 | 11.9 | 0.3%
CCN(CC(=O)NC(C)C)C(=O)C(CCSC)NC(=O)c1ccccc1OC (stereo not given) | 11.8 | -1.0%
COc1ccc(C)cc1NC(=O)c1nnn(CCc2ccccc2)c1N | 7.1 | 0.5%
O=C1C[C@@H](c2ccc(O[C@@H]3O[C@H](CO)[C@@H](O)[C@H](O)[C@H]3O)cc2)Oc2cc(O)ccc21 | / | 1.4%
COc1ccc(NS(=O)(=O)c2ccc(-c3n[nH]c(=S)n3Cc3ccccc3)cc2)cc1 | 8.6 | 2.7%
Cc1ccc(/C=N/NC(=O)Cn2nnc(N)n2)cc1 | / | 0.6%
CCOCCCNC(=O)C1CCCN1C(=O)Nc1ccccc1[N+](=O)[O-] (stereo not given) | -3.4 | 2.5%
CCOC(=O)C(NC(=O)c1cccc(Cl)c1)(OCc1ccc(F)cc1)C(F)(F)F (stereo not given) | -3.7 | 6.2%
CCCC(=O)Nc1ccc2c(c1)nc1n2CCOC1 | / | 3.2%
O=C(O)CC1OCC=C2CN3CCC45C6=CC(=O)C(=O)C([N+](=O)[O-])=C6NC4C1C2CC35 (stereo not given) | 1.0 | 3.6%
Fc1ccc(C(c2nnnn2Cc2cccs2)N2CCN(c3ccccc3)CC2)cc1 (stereo not given) | / | 2.1%
O=S(=O)(c1cc(Cl)ccc1Cl)N1CCCC1 | / | 1.8%
COC(=O)CCCC1=CC2=CC(=O)C(C)(OC(=O)c3cccs3)C(=O)C2=CN1Cc1ccco1 (stereo not given) | -8.0 | 1.8%
O=c1cc(N2CCN(c3ccc(F)cc3)CC2)[nH]c(=O)n1C1CCCCC1 | 2.3 | -1.9%
CCOC(=O)N1CCN(C(=O)CNCc2cccs2)CC1 | / | -0.2%
Cc1ccc(CN2CCCC(C(=O)c3ccc4c(c3)OCO4)C2)cc1C (stereo not given) | / | 1.0%
O=C(Nn1cnnc1)c1ccccc1CCc1ccccc1 | 4.1 | -1.4%
CCc1ccc(OCC(=O)N/N=C\c2ccco2)c([N+](=O)[O-])c1 | 28.1 | 5.2%
OC1(c2ccc(Cl)cc2)CCN(Cc2cn[nH]c2-c2ccccc2)CC1 | 10.3 | 4.7%
C=CCn1c(-c2ccco2)n[nH]c1=S | / | 2.7%
CC(=O)Nc1ccc(NC(=O)C2CCN(c3ccc(C(F)(F)F)cn3)CC2)cc1 | -7.5 | 2.4%
CCCCCCc1c(O)nc(SCC(=O)O)[nH]c1=O | 29.3 | -0.2%
COc1ccc(OC)c(N2C(=O)NC(=O)/C(=C\c3ccc([N+](=O)[O-])s3)C2=O)c1 | -11.7 | 6.7%
More records.
SMILES | Mtb RmlCD inh | GlmU inhibition
CCCc1cc2c(=O)c(-c3ccccn3)c(C)oc2cc1O | / | 2.2%
CCOC(=O)c1cnc2scnn2c1=O | 9.6 | 0.1%
CCN1C(=O)/C(=C/c2nc3ccccc3c(=O)[nH]2)c2ccccc21 | 6.4 | 2.7%
O=C(Cc1cccs1)NCCc1csc(-c2ccccc2)n1 | -10.5 | 2.2%
O=C1Cn2c(nc3ccccc32)N1c1cccc(C(F)(F)F)c1 | -21.8 | 0.8%
Cc1ccc(C(=O)COC(=O)c2cc(Cl)nc3ccccc23)cc1C | / | -0.1%
C/C=C/c1ccc(OCC(=O)O)c(OC)c1 | 9.6 | 0.3%
NS(=O)(=O)c1ccc(CCNc2ncnc3sccc23)cc1 | / | -1.1%
CC1CCCC(C)N1c1nnc(NC(=O)Cn2c(=O)oc3ccccc32)s1 (stereo not given) | 12.3 | -2.9%
O=C(CNC(=O)c1cccs1)OCC(=O)c1cccs1 | / | -4.3%
COc1ccc(-c2csc(NC(CO)c3nc4ccccc4n3CCCO)n2)cc1 (stereo not given) | / | 3.0%
Cc1ccc(-c2cc(C(=O)N/N=C/C=C/c3ccccc3)n[nH]2)s1 | -15.9 | 2.7%
CCOC(=O)C1(Cc2ccccc2C(F)(F)F)CCN(C2CCN(C(C)C)CC2)CC1 | -1.0 | -1.8%
CC1(C)CN=c2s/c(=C\c3ccc(Cl)cc3)c(=O)n2C1 | -160.5 | 0.8%
O=C(/C=C/c1ccccc1)N/C(=C\c1ccco1)C(=O)O | / | 1.4%
CC(=O)C1C(c2ccc3ncccc3c2)NC(=O)NC1(O)C(F)(F)F (stereo not given) | 14.9 | -11.5%
CCOC(=O)c1c(N=CN(C)C)c2cc([N+](=O)[O-])cnc2n1C | 14.3 | -0.2%
O=C1C=C(c2ccccc2)OC2(CCCC2)O1 | / | -1.5%
COC(=O)c1cc(C(O)(C(=O)OC)C(F)(F)F)c(/N=C/N(C)C)s1 (stereo not given) | 1.9 | 8.0%
CN1CCN(C2=Cc3ccccc3Sc3cc(F)c(F)cc32)CC1 | / | -2.8%
CC(Sc1nc(-c2ccccc2)cc(C(F)(F)F)n1)C(=O)N1CCCC1 (stereo not given) | / | 6.0%
COc1ccc(C(=O)NC(=S)SCC(=O)O)cc1 | 32.5 | 8.5%
Cc1nc2ccc(NC(=O)c3cc(S(=O)(=O)N4CCOCC4)ccc3C)cc2s1 | 10.4 | 5.2%
O=C(NCCCN1CCOCC1)C1CCC(=O)N1CCc1ccccc1 (stereo not given) | 18.9 | 3.0%
O=C(NCc1ccccc1Br)c1ccco1 | / | 4.8%
More compounds:
SMILES | Mtb RmlCD inh | GlmU inhibition
O=C(NC(=S)Nc1cnc2ccccc2c1)c1ccccc1 | 9.9 | -5.4%
Cc1ccccc1NC(=S)N(CCN(C)C)C(C)c1cccnc1 (stereo not given) | -9.3 | 5.1%
COc1ccccc1C(=O)C1Nc2ccccc2-c2nnc(SC)nc2O1 (stereo not given) | -0.7 | -0.8%
CN1CCN(CC#CC2(O)CCCCC2)CC1 | / | -4.3%
COc1ccc(S(=O)(=O)N2CCN(C3CCCCCCC3)CC2)cc1 | -5.7 | 2.7%&-4.2%
CCOCCOC(=O)c1[nH]c2c(c1C)C(=O)CC(c1cccs1)C2 (stereo not given) | -10.8 | 0.6%
CSc1nc(-c2ccco2)nn1C(=O)CCc1ccccc1 | -4.6 | -1.4%
Cn1c(=O)c2c(nc(SCC(=O)N3CCCCCC3)n2C)n(C)c1=O | / | -1.6%
CC(Oc1ccc(Cl)cc1Cl)C(=O)Nc1ccc(N2CCN(C)CC2)cc1 (stereo not given) | / | -8.5%
O=C(COc1ccc(S(=O)(=O)Nc2ccccc2)cc1)N1CCOCC1 | / | -1.1%
O=C(O)c1cc(Cl)c(Cl)cc1C(=O)Nc1cccnc1 | 2.9 | 5.9%
COc1ccc([C@H](C)NC[C@H](O)c2ccc(O)c(NC=O)c2)cc1 | 1.4 | -7.1%
O=C(c1cccs1)N1CCN(C(=O)C2CCCO2)CC1 (stereo not given) | -6.4 | 1.5%
O=C(c1cccc(Br)c1)c1cn(-c2ccccc2)nc1C(=O)c1ccccc1 | 0.9 | /
CCN(CC)CCNC(=O)c1cc(-c2ccco2)nc2ccccc12 | 4.4 | -5.8%
COc1ccc(S(=O)(=O)CC2(O)CCN(C(=O)C(C)(C)C)CC2)cc1 | -7.5 | 3.5%
Cc1ccc(S(=O)(=O)N/N=C/c2cc([N+](=O)[O-])ccc2O)cc1[N+](=O)[O-] | -1.1 | 6.7%
COc1ccc(C(OC(=O)c2ccco2)C(=O)NC(C)(C)C)cc1 (stereo not given) | -9.7 | 0.2%
CCC(=O)c1ccc(CCCCCC(=O)O)s1 | 1.4 | /
O=C(NC(=S)Nc1ccc(N2CCOCC2)cc1)c1ccccc1 | / | -3.6%
O=C(c1ccc(N2CCOCC2)cc1[N+](=O)[O-])N1CCOCC1 | 6.2 | 1.4%
O=C(Nc1nc2c(s1)CCCC2=O)c1cnccn1 | / | 4.2%
Brc1ccc(C2=CC(c3ccco3)n3ncnc3N2)cc1 (stereo not given) | -3.6 | -2.1%
CCOc1ccc(CCNC(=O)CCc2nc(-c3ccc(C)cc3)no2)cc1OCC | -8.9 | -0.5%
CN(CCn1ccnc1)Cc1cn(-c2ccccc2)nc1-c1ccc2c(c1)OCO2 | / | -1.2%

A draw from above in order of length of the SMILES, high to low:
SMILES | Mtb RmlCD inh | GlmU inhibition
CN(CCn1ccnc1)Cc1cn(-c2ccccc2)nc1-c1ccc2c(c1)OCO2 | / | -1.2%
Cn1c(=O)c2c(nc(SCC(=O)N3CCCCCC3)n2C)n(C)c1=O | / | -1.6%
O=C(c1ccc(N2CCOCC2)cc1[N+](=O)[O-])N1CCOCC1 | 6.2 | 1.4%
COc1ccc(C(OC(=O)c2ccco2)C(=O)NC(C)(C)C)cc1 (stereo not given) | -9.7 | 0.2%
O=C(O)c1cc(Cl)c(Cl)cc1C(=O)Nc1cccnc1 | 2.9 | 5.9%
Brc1ccc(C2=CC(c3ccco3)n3ncnc3N2)cc1 (stereo not given) | -3.6 | -2.1%
CSc1nc(-c2ccco2)nn1C(=O)CCc1ccccc1 | -4.6 | -1.4%

(further entries)
SMILES | Mtb RmlCD inh | GlmU inhibition
O=c1[nH]c2cccnc2n1Cc1ccccc1 | -6.2 | 0.8%
CCC1CCCCN1C(=S)NCc1ccccc1 (stereo not given) | -9.1 | 6.3%
COc1ccc(S(=O)(=O)CCC(=O)NC2CCCCC2)cc1 | -7.0 | /
O=C(CN1CCN(Cc2ccccc2)CC1)Nc1ccc(S(=O)(=O)N2CCOCC2)cc1 | -3.6 | -2.5%
NCC(O)c1ccc(O)cc1 (stereo not given) | / | -3.4%
CCOC(=O)Cc1csc(NC(=O)c2sc3nc4c(C)cc(C)cc4cc3c2N)n1 | 13.5 | 1.8%
COc1ccc(NC(=O)CN2CCCCC2)c([N+](=O)[O-])c1 | -5.5 | -6.1%
Cn1cc(S(=O)(=O)NCCc2ccccc2)c(=O)n(C)c1=O | 7.6 | 1.3%
O=C(NCc1cccs1)c1nn2cccnc2c1Cl | -7.0 | -0.5%
CCOC(=O)c1c(C)cc(C)[nH]c1=O | 7.3 | -8.2%
CC1CN(c2nc3ccccn3c(=O)c2/C=C(\C#N)C(N)=O)CC(C)O1 (stereo not given) | / | 8.4%
CC12CCC(C(=O)N3CCCc4ccccc43)(CC1=O)C2(C)C (stereo not given) | / | 2.3%
